# Compound activity (PubChem)
# Scp1 inh = blocks human Scp-1 phosphatase activity. inhibition, % at 20 µM. AID 493091. Recombinant Scp1, phosphopeptide, malachite green phosphate absorbance. 340,000 tested, 0.88% active;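 active means inhibition above about 50% at 20 µM, limit read from the data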;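 further: plate controls were DMSO wells with enzyme for no effect and wells lacking enzyme for full effect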
# Target sequence (Q9GZU7 76-261 limits assumed): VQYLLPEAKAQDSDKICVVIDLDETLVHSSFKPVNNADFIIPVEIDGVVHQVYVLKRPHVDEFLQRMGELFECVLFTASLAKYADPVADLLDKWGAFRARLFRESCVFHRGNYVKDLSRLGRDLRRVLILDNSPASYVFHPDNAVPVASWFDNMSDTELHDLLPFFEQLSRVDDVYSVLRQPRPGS
#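 Test system: SCP-1 catalytic domain; Buffer or medium: Acidic Tris acetate buffer with magnesium and detergent; Also added: Phosphorylated 17-residue peptide substrate; Compound: single 20 µM dose, 1% DMSO; Schedule: enzyme reaction 45 min at room temperature, colour 5 min, stabilisation 30 min; Signal: Phosphate-binding colour reagent, absorbance read at 630 nm.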
# Numbers without * were called inactive. An excerpt; the hit share may differ from the screen's.
compound: CCOC(=O)c1ccc(-[n+]2c(-c3ccccc3)cc(-c3ccccc3)cc2-c2ccccc2)cc1
  Scp1 inh = 17

compound: CCCCCCNC(=O)N[C@@H](Cc1ccc(O)cc1)C(=O)NCCC[C@H]1CN2C(=NC[C@H]2C)N1CC1CCC1
  Scp1 inh = 14

compound: O=c1[nH]c(=S)n(C2CC2)c(O)c1C=NCc1cccnc1
  Scp1 inh = -8

compound: CC(C)Oc1ccc(Cc2c(O)[nH]c(=O)[nH]c2=O)cc1
  Scp1 inh = -3

compound: C/C(=N\NC(=O)c1ccncc1)c1c(O)[nH]c(=O)[nH]c1=O
  Scp1 inh = -9

compound: COc1ccc(N2C(=O)/C(=C/C=C/c3ccccc3[N+](=O)[O-])C(=O)NC2=S)cc1
  Scp1 inh = 3

compound: COc1cc2c(cc1OC)C(c1c(O)n(CCc3ccccc3)c(=S)[nH]c1=O)NCC2 (centres undefined)
  Scp1 inh = -1

compound: O=C1NC(=O)N(c2ccccc2)C(=O)/C1=C\c1ccc([N+](=O)[O-])s1
  Scp1 inh = 17

compound: C=C1C(O)[C@@H]2O[C@]3(CC[C@H](/C=C/C(C)[C@@H]4CC(C)=CC5(O[C@H](C[C@@](C)(O)C(=O)O)CCC5O)O4)O3)CC[C@H]2O[C@@H]1C(O)CC(C)[C@H]1OC2(CCCCO2)CCC1C (some centres undefined)
  Scp1 inh = 7

compound: c1ccc2c(CNC3CCCCC3)c[nH]c2c1
  Scp1 inh = 0

compound: CCN1CCN(Cc2cc(OC)c(OC)cc2[N+](=O)[O-])CC1
  Scp1 inh = -4

# 4 compounds already listed, arranged by heavy-atom count, falling.
compound: CCOC(=O)c1ccc(-[n+]2c(-c3ccccc3)cc(-c3ccccc3)cc2-c2ccccc2)cc1
  Scp1 inh = 17

compound: CCN1CCN(Cc2cc(OC)c(OC)cc2[N+](=O)[O-])CC1
  Scp1 inh = -4

compound: CC(C)Oc1ccc(Cc2c(O)[nH]c(=O)[nH]c2=O)cc1
  Scp1 inh = -3

compound: c1ccc2c(CNC3CCCCC3)c[nH]c2c1
  Scp1 inh = 0
